High-throughput results deposited in PubChem BioAssay by Sanford-Burnham Center for Chemical Genomics.
SENP8 block-1: SENP8 protease inhibition; AID 2540; inhibition, % at 10 µM; Q96LD8; purified SENP8, Z-RLRGG-aminoluciferin cleavage, luminescence; 1.2% of 330,000 active; in the data active = inhibition above about 50%
SENP6 inh: SENP6 protease inhibition; Q9GZR1; Recombinant SENP6 catalytic domain, aminoluciferin luminescence; AID 2599; inhibition, % at 10 µM; 1.8% of 330,000 active;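 active = inhibition above about 50% at the single tested dose, limit read from the data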;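 also: plate controls were DMSO wells with enzyme for no effect and DMSO wells lacking enzyme for full effect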
Target sequence (Q9GZR1 628-1112 limits assumed): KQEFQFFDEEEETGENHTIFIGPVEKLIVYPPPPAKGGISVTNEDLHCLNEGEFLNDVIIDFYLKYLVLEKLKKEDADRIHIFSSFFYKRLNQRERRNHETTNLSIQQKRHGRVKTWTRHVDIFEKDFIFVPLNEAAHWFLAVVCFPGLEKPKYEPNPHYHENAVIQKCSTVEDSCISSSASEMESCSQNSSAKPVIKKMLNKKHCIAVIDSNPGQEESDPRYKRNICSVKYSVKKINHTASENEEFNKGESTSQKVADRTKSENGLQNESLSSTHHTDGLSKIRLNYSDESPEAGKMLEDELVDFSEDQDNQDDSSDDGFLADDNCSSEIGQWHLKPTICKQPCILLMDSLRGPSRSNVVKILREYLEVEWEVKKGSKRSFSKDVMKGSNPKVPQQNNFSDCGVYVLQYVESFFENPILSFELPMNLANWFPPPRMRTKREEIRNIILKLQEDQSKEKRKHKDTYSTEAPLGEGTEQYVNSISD
PfG6PD inh: PfG6PD (Plasmodium falciparum) enzyme inhibition | 0.78% of 350,000 active | inhibition, % at 20 µM | PfGluPho enzyme, NADPH resazurin-diaphorase fluorescence | AID 504690;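 active = inhibition reaching at least a set limit at 20 µM in the primary screen, cut at about 59% in these data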;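 also: 0% = DMSO wells with substrate and 100% = DMSO wells lacking glucose-6-phosphate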
Apaf1 inhib: inhibitors of human Apaf-1 apoptosome | O14727 | reconstituted apoptosome caspase-3 activity, DEVD-Rh110 fluorescence | inhibition, % at 20 µM | 0.71% of 330,000 active | AID 489030; active = inhibition of at least 40% at 20 µM;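 also: plate controls were DMSO wells for no effect and DEVD-CHO caspase inhibitor wells for full effect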
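Medium: Hepes buffer, pH 7.5 / System: biochemical Apaf-1 apoptosome reconstitution / Measured by: Rh110 fluorescence, excitation 480 nm, emission 540 nm / Times: compound with Apaf-1, dATP, procaspase-3 30 min, then 50 min reaction, room temperature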
SENP1 FRET inh: blocks the human SENP1 SUMO protease catalytic domain; 0.21% of 360,000 active; AID 624204; recombinant SENP1 catalytic domain, CyPet-SUMO1-YPet FRET cleavage; Q9P0U3; inhibition, % at 10 µM;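 active = inhibition at least 30% at 10 µM, raw YFP signal under a set limit, fluorescence ratio 0.5 to 1.5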;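 also: 0% = enzyme with DMSO and 100% = no enzyme wells; some results filed as inactive read as strong as hits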
Target sequence (Q9P0U3 419-644 limits assumed): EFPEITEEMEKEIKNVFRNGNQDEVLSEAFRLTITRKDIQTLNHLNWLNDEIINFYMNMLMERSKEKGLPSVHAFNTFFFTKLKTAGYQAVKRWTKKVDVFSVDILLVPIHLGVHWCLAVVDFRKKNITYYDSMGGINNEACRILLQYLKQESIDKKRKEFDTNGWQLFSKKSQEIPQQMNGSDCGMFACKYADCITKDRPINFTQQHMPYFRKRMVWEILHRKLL
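Test system: human SENP1 catalytic domain; medium: Tris pH 8 buffer plus EDTA, NaCl, BME, BSA, NP40, catalase; incubation: 50 min reaction at room temperature; technique: FRET, CFP and YFP emission; controls: no-enzyme low control and enzyme-plus-DMSO high control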
SENP7 inh: blocks the human protease SENP7; Q9BQF6; 1.5% of 330,000 active; AID 434973; recombinant SENP7, Z-RLRGG-aminoluciferin luminescence, 40 min; inhibition, % at 5 µM;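 active = inhibition above about 50% at the single test dose, limit read from the data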;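 also: plate controls were DMSO with enzyme for no effect and no enzyme buffer wells for full effect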
Target sequence (Q9BQF6 706-1050 limits assumed): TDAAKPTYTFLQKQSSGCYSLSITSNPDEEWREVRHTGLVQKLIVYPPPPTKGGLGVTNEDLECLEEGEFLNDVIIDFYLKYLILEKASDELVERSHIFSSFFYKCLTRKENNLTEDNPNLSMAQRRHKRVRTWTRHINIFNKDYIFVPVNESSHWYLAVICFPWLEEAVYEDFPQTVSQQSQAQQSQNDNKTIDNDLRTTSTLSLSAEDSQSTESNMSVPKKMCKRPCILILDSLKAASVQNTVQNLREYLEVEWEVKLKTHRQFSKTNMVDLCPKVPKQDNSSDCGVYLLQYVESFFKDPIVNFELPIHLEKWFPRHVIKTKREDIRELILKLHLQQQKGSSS
HKDC1 inhibitor: HKDC1 (human) hexokinase inhibition | inhibition, % at 20 µM | 0.16% of 340,000 active | recombinant HKDC1, G6PDH/diaphorase resazurin coupled fluorescence | Q2TB90;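 active = inhibition above about 35% when tested at 20 µM, limit read from the data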;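 also: plate controls were DMSO wells with enzyme for no effect and DMSO wells lacking enzyme for full effect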
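Assay system: in-house recombinant HK5 (HKDC1) enzyme. Input: HKDC1 at 5 µg/mL. Medium: Tris pH 8.0 buffer with MgCl2, Tween-20, BSA, BME. Dosing: single 20 µM dose. Schedule: 90 min reaction incubation at room temperature, dark. Signal: resazurin-to-resorufin fluorescence via G6PDH and diaphorase coupling, 525/613 nm. Controls: DMSO-enzyme wells negative, buffer-substituted wells positive.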
SENP8 block-2: SENP8 (human) protease inhibition; 0.64% of 360,000 active; inhibition, % at 20 µM; recombinant SENP8, Nedd8 substrate fluorescence; AID 602440; Q96LD8; in the data active = inhibition mostly above about 40%, no sharp cut-off; inactive = mostly below about 27%
The depositor's hits bear a star; i = inactive; . = not tested or not shown; & = joins results of further samples.

SMILES	SENP8 block-1	SENP6 inh	PfG6PD inh	Apaf1 inhib	SENP1 FRET inh	SENP7 inh	HKDC1 inhibitor	SENP8 block-2
CCN(CC)c1ccc(/C=N/NC(=O)c2cccc(S(=O)(=O)Nc3ccccc3OC)c2)c(O)c1	2	-2	-2	0	-24	3	-43	-307
Cc1ccc2cc(CCNC(=O)C(=O)c3c[nH]c4ccccc34)c(=O)[nH]c2c1	4	-8	11	10	-2	2	16	8
COC(=O)CCCC(=O)N1CCCC(CCC(=O)NCc2ccc(F)c(F)c2)C1 (stereo not drawn)	-2	5	-23	0	0	-4	7	-5
CC(=O)Nc1ccc(S(=O)(=O)Nc2ccc(Cl)cn2)cc1	-7	0	-17	-3	-1	16	-2	9
COc1cc(/C=N/NC(=O)C(N)=O)cc(OC)c1O	-3	-10	3	5	3	-5	-2	18
COc1ccc(NC(=O)Nc2cccc(F)c2)c(OC)c1	-11	-16	30	0	-2	-8	1	6
Cc1ccc2c(c1)OC(c1ccc3c(c1)OCCO3)CC2=O (stereo not drawn)	-5	-30	-11	7	7	-6	6	8
CC(C)OC(=O)CC1C(=O)NCCN1C(=S)NC(=O)c1ccc(F)cc1 (stereo not drawn)	3	-3	-1	-1	-2	9	7	12
COc1cccc(NC(=O)[C@H](NC(=O)[C@@H]2Cc3ccccc3CN2)c2ccccc2)c1	-5	2	16	7	-4	-2	3	-9
Cc1ccc(C)c(S(=O)(=O)N2CCC3(CC2)OCCN3S(=O)(=O)c2cccs2)c1	2	1	1	13	1	1	-7	-2
COC(=O)c1[nH]c2cc(OC)c(OC)cc2c1NC(=O)Oc1ccccc1	4	7	46	-3	19	9	4	i
O=C(COc1ccccc1[N+](=O)[O-])Nc1ccc(CN2CCOCC2)cc1	0	-29	21	-9	0	1	-11	4
CCCCOc1ccc(Nc2cc(Cl)ccc2C(=O)O)cn1	-8	3	-14	13	0	-1	8	8
CCOC(=O)c1cc(-c2ccccc2)nn1CCC#N	-12	-11	0	-4	-2	-11	-5	14
Cc1ccc(NC(=O)Cn2nc(C(=O)O)c3ccccc3c2=O)cc1S(=O)(=O)N1CCOCC1	-13	-7	-6	12	2	0	-3	11
CCOC(=O)c1c(-c2ccccc2)oc2ccc(OCC(N)=O)cc12	1	-2	0	11	1	-1	-3	-318
Clc1ccc(Oc2nc3ccccc3n3cccc23)cc1	-6	-12	-7	7	-7	-7	-6	-233
O=C(Oc1cccc2c(O)cccc12)c1ccccc1Cl	.	.	13	.	-4	.	8	13
COc1ccc(-c2nnc(SC(C)C(=O)NCc3ccc4c(c3)OCO4)n2Cc2ccco2)cc1 (stereo not drawn)	0	3	-3	6	-3	-4	-3	11
O=C1c2ccc(-c3ccc(F)cc3OCc3ccccc3)cc2S(=O)(=O)c2cccc(C(=O)N3CCN(c4ncc(Cl)cc4Cl)CC3)c21	-11	-11	-9	20	8	-3	-3	-10
CCOC(=O)C1Cn2c(nc3c(c2=O)C(C)(CC)Cc2ccccc2-3)S1 (stereo not drawn)	-10	-10	0	33	1	-8	5	i
Cc1ccc2nc(C)c3c(c2c1)OC(C(C)(Cl)Br)C3 (stereo not drawn)	3	3	-8	0	-4	2	-4	-1
COc1ccc(CNc2cccc3[nH]c(C(F)(F)F)nc23)cc1OC	-6	-42	26	20	10	-12	14	-25
CCC(C(=O)O/N=C(\N)c1cccc(C)c1)c1ccccc1 (stereo not drawn)	-7	-1	5	6	2	-1	-2	14
OCCN1CCN(C(=S)NC2CCCC2)CC1	7	-3	-4	-11	0	1	-10	17
CC1(C)Oc2ccc(C(=O)NNC(=O)Nc3ccccc3)cc2NC1=O	-4	-14	-15	-1	1	-5	-4	16
O=C(NC1CC1)C1CCN(C2CCN(C(=O)c3ccc4cccc(F)c4n3)CC2)CC1	-11	-14	1	-15	-1	-10	-9	8
CCCN(CC(=O)Nc1ccc(F)c(F)c1F)C(=O)c1cc([N+](=O)[O-])ccc1N1CCOCC1	-4	0	13	-6	0	-2	-2	-2
O=C(Nc1ccc(Nc2ccccc2)cc1)c1ccc(Br)cc1	13	-5	0	-8	0	-3	1	8
COc1ccc(C2c3[nH]c4ccccc4c3CCN2CCCn2cccn2)c(F)c1 (stereo not drawn)	-3	-13	5	-1	-37	-5	-5	-83
CCS(=O)(=O)N1Cc2ccccc2CC1C(=O)Nc1nc2ccc(C)cc2s1 (stereo not drawn)	-4	5	7	19	-4	7	-2	4
Cc1ccc(S(=O)(=O)C2(C(=O)N(C)C3CCCCC3)CC2)cc1	-8	-10	-12	5	3	-8	-7	0
NNC(=O)CNC(c1ccccc1)c1cc(Br)ccc1N (stereo not drawn)	-8	-10	1	0	-1	-1	-4	24
CC(=O)n1nc(-c2cccc(C)c2)nc1SCC(=O)Nc1ccccc1	5	4	9	8	3	8	9	-14
CCN(CC)CCNC(=O)c1ccc(Cl)c(S(=O)(=O)Nc2ccc(Cl)cc2)c1	2	13	0&4	9	2&0	12	-5&-4	10&16
C=C(C)COc1ccc(-c2n[nH]c(C)c2Oc2ccccc2OC)c(O)c1	-17	-22	-6	17	3	-6	-2	11
COC(=O)c1cc(S(=O)(=O)NCC2CCN(Cc3cccc(Cl)c3)CC2)c[nH]1	-6	-6	-6	-12	-7	7	-2	16
COc1ccc(CCN(C)C(=S)NC(=O)c2ccc(F)cc2Cl)cc1OC	-3	8	1	-3	2	1	-8	13
COc1ccc(NC(=O)C2C3C=CC4(O3)C2C(=O)N(CCN2CCCCC2C)C4C(=O)NC2CCCCC2)cc1 (stereo not drawn)	-9	-5	-9	-6	0	-4	-4	-1
COc1ccc(S(=O)(=O)N2CCN(CC(O)CN3CCOCC3)CC2)cc1 (stereo not drawn)	1	-3	5	0	1	2	-5	5

Arranged by length of the SMILES (descending): part of the list above
SMILES	SENP8 block-1	SENP6 inh	PfG6PD inh	Apaf1 inhib	SENP1 FRET inh	SENP7 inh	HKDC1 inhibitor	SENP8 block-2
COc1ccc(CCN(C)C(=S)NC(=O)c2ccc(F)cc2Cl)cc1OC	-3	8	1	-3	2	1	-8	13
CC(=O)n1nc(-c2cccc(C)c2)nc1SCC(=O)Nc1ccccc1	5	4	9	8	3	8	9	-14
COc1ccc(CNc2cccc3[nH]c(C(F)(F)F)nc23)cc1OC	-6	-42	26	20	10	-12	14	-25
O=C(Nc1ccc(Nc2ccccc2)cc1)c1ccc(Br)cc1	13	-5	0	-8	0	-3	1	8

(further entries)
SMILES	SENP8 block-1	SENP6 inh	PfG6PD inh	Apaf1 inhib	SENP1 FRET inh	SENP7 inh	HKDC1 inhibitor	SENP8 block-2
COCCN1CCN(C(=O)c2cc(COc3cc(C)ccc3C)on2)CC1	-3	1	9	4	-4	-2	-6	-17
O=C(Nc1cccc(/C=C/c2ccccn2)c1)c1ccc(-n2cncn2)c([N+](=O)[O-])c1	13	28	19	15	0	10	-3	-2
Cc1ccccc1NC(=O)COC(=O)c1cccc(S(=O)(=O)N2CCCCC2)c1	-2	0	-13	-5	-2	5	-3	17
Cc1ccc(Cn2ccc(NC(=O)c3cc(-c4cccc(Cl)c4)on3)n2)cc1	-3	-4	-2	-7	0	-2	-6	-4
Nc1c(-c2cccs2)cnc2c(-c3ccc(F)cc3)cnn12	28	50*	6	11	-2	69*	-5	-284
O=C(Cc1ccccc1)Nc1ccc(SC(F)F)cc1	2	19	22	2	1	7	-5	13
O=C(CSCc1ccccc1)Nc1ccccc1C(=O)Nc1ccc(C(=O)O)cc1	1	18	-3	-1	0	14	2	-16
O=C(Nc1ccccc1)C1CC2CCCC(C1)C2=O (stereo not drawn)	0	-4	11	-24	0	8	-7	8
O=C(CSS(=O)(=O)O)N1CCN(C(=O)c2ccoc2)CC1	0	9	0	19	3	1	-5	10
CC(/C=N/N1CCN(c2ccccc2)CC1)=C\c1ccccc1	11	0	-6	-11	0	75*	-19	14
O=C(NCC(c1ccco1)N1CCN(c2ccc(F)cc2)CC1)c1ccco1 (stereo not drawn)	0	-1	-2	8	1	-7	-3	25
NC(=O)C1=C[C@H](c2coc3ccccc3c2=O)C[C@H](OCc2ccc(CO)cc2)O1	-3	-18	10	-3	1	-11	-3	15
COC(=O)CSc1nnc(NC(=O)/C=C\c2ccc3c(c2)OCO3)s1	1	-14	-8	17	1	3	-8	-411
N#C/C(=C\c1ccccc1OCC(=O)O)c1nc2ccccc2[nH]1	8	24	10	8	-31	4	-4	-113
CCN(CC)C1CCN(c2nc3nonc3nc2NCCOC)C1 (stereo not drawn)	3	5	6	-4	-1	0	-4	4
CCCCCc1ccc(-c2cn(Cc3cccc(OC)c3)nn2)cc1	-24	-19	7	25	2	6	3	16
O=C(Nc1ccccc1N1CCCCC1)c1ccc(F)c(S(=O)(=O)N2CCOCC2)c1	3	-2	7	23	2	-5	-2	3
COc1ccc(CCNc2ncnc3nc[nH]c23)cc1OC	-6	-3	-5	5	2	6	4	11
COc1ccc(CNC(=O)C2=CCN(S(=O)(=O)c3ccc(C)cc3)CC2)cc1	-1	-14	12	1	0	-2	-1	7
Cc1ccc(NC(=S)NC(C)CCc2ccccc2)cc1C (stereo not drawn)	1	1	2	23	1	-1	0	28
CCCN(Cc1nnc(-c2cccs2)o1)C(=O)CN1C(=O)NC2(CCC(C)CC2)C1=O (stereo not drawn)	3	7	2	-13	-1	4	-4	10
CO/N=C/c1ccc(N2CCCC2)c([N+](=O)[O-])c1	4	-14	15	-14	1	-3	-5	27
CC(=O)c1ccc(NC(=O)c2sc3nc(C)c(C)c(C)c3c2N)cc1	-8	-18	3	-3	-62	9	1	-444
CCCCc1cc(=O)oc2c3c(cc(OCC(=O)N4CCC[C@H]4C(=O)O)c12)OC(C)(C)CC3	-4	-8	-5	-3	3	5	4	-176
CC(C)c1ccccc1NC(=O)COC(=O)Cc1c[nH]c2ccccc12	-3	-1	1	7	4	-4	-10	19
Cn1c(N)c(C(=O)COC(=O)c2ccc(Cl)nc2)c(=O)n(C)c1=O	-6	-14	18	-6	-11	-5	-4	-116
OC1(c2ccccc2)Cc2cccc[n+]2C1c1ccccc1 (stereo not drawn)	-11	-20	-3	7	-25	-8	1	-25
O=C(Cc1cn2ccsc2n1)Nc1nc2c(s1)CCCC2	-2	0	-17	1	-1	-3	1	35
C=CCC(CC=C)(C(=O)O)c1ccccc1	0	16	-10	-2	1	5	-6	13
COc1ccc(OCc2ccc(C(=O)NN)cc2)cc1	-2	-13	2	0	0	6	-10	6
O=C1NC(c2ccccc2)Cc2ccncc21 (stereo not drawn)	.	.	-1	.	-1	.	-9	-21
Cc1cc(OCCCC(=O)NC2=NCCS2)ccc1Cl	-9	-22	12	4	2	-7	1	12
CCc1noc(C)c1C(=O)N1CCCC(N2CCN(c3cccc(Cl)c3)CC2)C1 (stereo not drawn)	4	-5	-1	7	2	-7	1	9
O=c1c2sccc2nc(SCc2cc(=O)n3ccccc3n2)n1-c1ccc(Br)cc1	1	-8	25	0	2	2	-2	-266
CC(=O)Nc1ccc(S(=O)(=O)Nc2ccccc2C(=O)N2CCOCC2)cc1	5	-17	-7	7	0	-4	-6	1

Two compounds from above with just SENP8 block-1.
smiles | SENP8 block-1
O=C(Nc1ccccc1N1CCCCC1)c1ccc(F)c(S(=O)(=O)N2CCOCC2)c1 | 3
CC(C)c1ccccc1NC(=O)COC(=O)Cc1c[nH]c2ccccc12 | -3

Hits appear at their usual frequency; 3.6% or so of the library scored in one or more.
